M1 agonist = M1 muscarinic receptor agonists, primary screen, CHO-M1 cells, Fluo-4 calcium, agonist mode; Fluo-4 calcium fluorescence; hits give high values; B-score at 10 µM; hit rate 3% among 64,000; AID 626, 2007;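 active means fluorescence rise, raw or as B-score row- and column-corrected plate score, outside the 99.7% band of its plate's samples, either direction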
5HT1E antag = 5-HT1E receptor antagonists, primary screen, cell-based, HTS; 5-hydroxytryptamine receptor 1E (Homo sapiens), P28566; CHO 5-HT1E Ga15 NFAT-bla reporter, FRET, antagonist; AID 571, 2007; inhibition, % at 6 µM; hit rate 0.99% among 65,000;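 active means inhibition above a set limit, the mean inhibition across every tested compound plus 3 SD, cut at about 29% in these data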;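 further: signal is the 460 over 535 nm emission ratio of beta-lactamase substrate; 0% = agonist plus DMSO wells and 100% = wells without agonist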
Target sequence (P28566 whole entry, looked up): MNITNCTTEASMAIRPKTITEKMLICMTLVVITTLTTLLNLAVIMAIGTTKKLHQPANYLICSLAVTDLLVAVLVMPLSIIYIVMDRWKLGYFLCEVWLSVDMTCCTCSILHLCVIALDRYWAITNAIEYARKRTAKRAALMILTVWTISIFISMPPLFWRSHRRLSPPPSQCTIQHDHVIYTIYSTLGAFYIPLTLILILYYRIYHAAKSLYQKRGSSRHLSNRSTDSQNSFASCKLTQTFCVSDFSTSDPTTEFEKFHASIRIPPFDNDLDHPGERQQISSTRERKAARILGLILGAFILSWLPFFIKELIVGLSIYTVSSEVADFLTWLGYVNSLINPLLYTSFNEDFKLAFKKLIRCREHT
5HT1E ag = 5-HT1E receptor agonists, primary screen, cell-based, HTS; 5-hydroxytryptamine receptor 1E (Homo sapiens), P28566; CHO 5-HT1E Ga15 NFAT-bla reporter, FRET; 0% DMSO wells, 100% control agonist wells; activation, % at 6 µM; hit rate 0.69% among 65,000;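 active means activation above a set limit, the screen-wide mean activation plus 3 SD, cut at about 8.5% in these data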;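 further: 100% = positive control agonist at 1 µM giving full maximal response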
M1 antag = antagonists of rat M1 muscarinic receptor | Muscarinic acetylcholine receptor M1 (Rattus norvegicus), P08482 | CHO-M1 cells, Fluo-4 calcium, ACh EC80 antagonist mode; hits give low values | B-score at 10 µM | hit rate 3.4% among 64,000;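 active means calcium fluorescence response, raw or row-and-column corrected B-score, differing from the plate sample mean either way at a set confidence level, mostly lower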
Jurkat tox 60K = cytotoxicity toward Jurkat T cells, primary screen, cytotoxicity control, cell-based, Jurkat E6.1, 60K MLSMR library; Jurkat E6.1 viability, ATP luminescence, 48 h; inhibition, % at 4 µM; hit rate 1.2% among 56,000;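 active means inhibition above the mean inhibition of all tested compounds plus 3 SD, cut at about 28% in these data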
5HT1a ag = human 5-HT1a receptor agonists, primary screen, cell-based, CHO, Ga15 NFAT-bla reporter; hit rate 0.56% among 65,000; CHO 5-HT1a Ga15 NFAT-bla reporter, FRET ratio; 0% basal, 100% maximal reference agonist; activation, % at 10 µM;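 active means activation above the screen-wide mean activation plus 3 SD, cut at about 19% in these data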;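 further: 0% = DMSO wells and 100% = 5-CT at EC100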
S1P1 ag pot = S1P1 agonists and agonism potentiators, primary screen, cell-based, primary and confirmation screens, CRE-bla reporter; Sphingosine 1-phosphate receptor 1 (Homo sapiens), P21453; S1P1 CRE-bla cells, forskolin, beta-lactamase FRET, potentiator mode; S1P1 agonist co-added at EC20, 2 nM; 100% = saturating reference agonist, 0% = basal; activation, % at 9.5 µM; hit rate 0.57% among 56,000;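 active means activation above a cutoff set at the mean activation of all tested compounds plus 3 SD, cut at about 54% in these data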;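 further: forskolin at 4 µM as EC80 and the EC20 agonist is SEW2871; 100% = SEW2871 at its EC100 plus forskolin at EC80; some compounds past the cut are filed as inactive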
Target sequence (P21453 whole entry, looked up): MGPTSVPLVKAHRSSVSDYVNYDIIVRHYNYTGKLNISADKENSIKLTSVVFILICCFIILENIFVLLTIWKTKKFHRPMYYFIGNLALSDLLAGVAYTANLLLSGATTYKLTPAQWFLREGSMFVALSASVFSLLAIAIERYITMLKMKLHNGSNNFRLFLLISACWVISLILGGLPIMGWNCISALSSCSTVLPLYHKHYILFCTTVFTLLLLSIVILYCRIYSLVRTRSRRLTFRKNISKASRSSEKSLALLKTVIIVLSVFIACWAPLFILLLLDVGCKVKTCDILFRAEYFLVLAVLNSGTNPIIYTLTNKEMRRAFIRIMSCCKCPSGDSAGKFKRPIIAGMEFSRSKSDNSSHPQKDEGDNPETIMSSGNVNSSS
5HT1a antag = human 5-HT1a receptor antagonists, primary screen, cell-based, CHO, Ga15 NFAT-bla reporter. AID 612, 2007. CHO 5-HT1a Ga15 NFAT-bla reporter, antagonist mode. hit rate 0.68% among 62,000. 5-hydroxytryptamine receptor 1A (Homo sapiens), P08908. inhibition, % at 10 µM;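 active means inhibition above the mean of all tested compounds plus 3 SD, cut at about 43% in these data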;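 further: receptor stimulated by 5-CT agonist at 100 nM near EC80; beta-lactamase reporter measured by ratiometric fluorescence of a cleavable substrate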
S1P3 ag = human S1P3 receptor agonists, primary screen, cell-based, primary and confirmation, NFAT-BLA reporter; S1P3 NFAT-BLA reporter cells, agonism, FRET ratio; relative to 1 µM S1P, basal subtracted; activation, % at 4.5 µM; hit rate 0.1% among 60,000; AID 373, 2006;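 active means activation above the screen-wide mean plus 3 SD, cut at about 4.5% in these data, passing the limit was not always enough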; further: some compounds called inactive have numbers as strong as hits
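Assay system: stable CHO line with human S1P3, Gα16, NFAT-BLA reporter; Detection: FRET β-lactamase substrate fluorescence, excitation 405 nm, 460/535 nm emission ratio, background-subtracted; Read-out: percent activation versus median 1 µM S1P response, basal-subtracted, per plate; Incubation: cells plated overnight, compound 4 h 37 °C, substrate 2 h RT.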
Numbers without * were called inactive; / = no result given.

SMILES | M1 agonist | 5HT1E antag | 5HT1E ag | M1 antag | Jurkat tox 60K | 5HT1a ag | S1P1 ag pot | 5HT1a antag | S1P3 ag
Cc1cc(C(=O)N2CCN(c3ncccn3)CC2)c(C)o1 | -0.71 | 9 | -0.2 | 0.77 | -8 | -2.2 | -7 | 1 | -0.1
O=C(O)c1ccc2c(c1)ncn2C1CCCCCC1 | 0.28 | 5 | 0.2 | 0.1 | -7 | -3.9 | -19 | -8 | -0.3
O=C(Nc1cccnc1)c1cn(-c2ccccc2)nc1-c1cccs1 | 2.4 | 12 | -1.1 | -0.76 | 5 | -4.1 | 16 | 28 | -1.4
Cc1ccc2oc3c(c(=O)c2c1)C(c1ccc(F)cc1)N(CCCN1CCOCC1)C3=O (configuration not stated) | 0.12 | 3 | -0.7 | -0.27 | -13 | 1.7 | -22 | -7 | -1.0
OC(c1ccccn1)c1c[nH]c2ccccc12 (configuration not stated) | -0.2 | 6 | -0.5 | 0.21 | -1 | -0.9 | 0 | 1 | -0.5
NC1=NC2(CCCCC2)n2c(nc3ccccc32)N1 | -1.2 | -9 | 0.2 | -0.02 | -2 | 0.1 | 17 | -14 | 2.9
CCN(CC)S(=O)(=O)c1cc(C(=O)Oc2ccccc2OC)ccc1OC | 0.032 | 2 | -0.3 | -0.076 | 2 | -2.0 | 7 | -8 | -1.7
CN(C)c1ccc(C2C=C(c3ccc(Cl)cc3OC(F)F)Nc3ncnn32)cc1 (configuration not stated) | 18* | 24 | 4.9 | 0.012 | 60* | 28* | -33 | 2 | 1.3
Cc1ccc(NC(=O)Nc2ccc(F)cc2)nc1 | -0.055 | -11 | 1.1 | -1.3 | -2 | 1.3 | / | -4 | -0.7
COc1ccccc1N(O)C1CC(=O)N(c2ccc(Br)cc2)C1=O (configuration not stated) | 0.007 | -4 | -0.6 | -1.5 | / | -2.4 | -8 | / | -2.7
COc1ccc(-n2c(O)c(/C=N/n3cnnc3)c3ccccc3c2=O)cc1 | 15* | -4 | 1.4 | -0.43 | 4 | 4.4 | 24 | -1 | 0.8
Cc1nn(-c2ccccc2)c2c1C(=O)NC(=O)C(C)(C)C2 | 0.16 | 1 | -0.3 | -0.092 | / | -2.2 | -5 | / | 1.0
COC(=O)c1sc2ccccc2c1C(=O)OC | 0.014 | 2 | 11* | -0.2 | 3 | -2.8 | 0 | 2 | -0.2
Cc1cccc(C)c1N1CCN(S(=O)(=O)c2ccc(F)cc2)CC1 | 0.14 | 16 | -0.9 | -0.31 | 0 | 0.2 | -7 | 37 | -0.9
C=CCn1c(SCc2cccnc2)nnc1-c1ccncc1 | -0.49 | 4 | 1.1 | 0.0057 | 5 | -0.5 | 10 | -3 | -1.2
CCOc1cc(NC(=O)c2ccco2)c(OCC)cc1NC(=O)CCC(=O)NCc1cccnc1 | -1 | 2 | -1.1 | 0.33 | / | -1.6 | / | 6 | /
COc1ccc(C2=NCC(CSc3nccc(=O)[nH]3)S2)cc1 (configuration not stated) | 0.42 | 0 | -1.1 | -0.049 | -6 | -2.8 | -4 | 11 | -2.0
Cn1nc(C(=O)OCCN2C(=O)c3ccccc3C2=O)c2ccccc2c1=O | 0.66 | 5 | 0.1 | 0.65 | -4 | -0.8 | 1 | -8 | 2.6
Cc1nn(-c2ccccc2)c2nc(=O)n(-c3ccccc3)cc12 | -0.85 | -4 | -1.4 | -0.26 | 10 | -0.9 | -9 | 0 | 0.5
O=C(CSc1nnc(CNC(=O)c2cccs2)o1)NCCc1ccccc1 | 0.11 | -3 | 0.3 | 0.029 | / | -2.4 | / | -1 | /

Five entries out of the list above, sorted by the number in S1P3 ag, lowest first:
smiles | S1P3 ag
COc1ccc(C2=NCC(CSc3nccc(=O)[nH]3)S2)cc1 (configuration not stated) | -2.0
C=CCn1c(SCc2cccnc2)nnc1-c1ccncc1 | -1.2
O=C(O)c1ccc2c(c1)ncn2C1CCCCCC1 | -0.3
Cc1nn(-c2ccccc2)c2c1C(=O)NC(=O)C(C)(C)C2 | 1.0
NC1=NC2(CCCCC2)n2c(nc3ccccc32)N1 | 2.9

Compound profiles, from the list above. Order of screens: M1 agonist	5HT1E antag	5HT1E ag	M1 antag	Jurkat tox 60K	5HT1a ag	S1P1 ag pot	5HT1a antag	S1P3 ag
`COC(=O)c1sc2ccccc2c1C(=O)OC` is entered as 0.014	2	11*	-0.2	3	-2.8	0	2	-0.2
`CN(C)c1ccc(C2C=C(c3ccc(Cl)cc3OC(F)F)Nc3ncnn32)cc1` (configuration not stated) is entered as 18*	24	4.9	0.012	60*	28*	-33	2	1.3

Further compounds follow:
SMILES | M1 agonist | 5HT1E antag | 5HT1E ag | M1 antag | Jurkat tox 60K | 5HT1a ag | S1P1 ag pot | 5HT1a antag | S1P3 ag
COC(=O)C1CCN(C(=O)CN2C(=O)NC(CCc3ccccc3)C2=O)CC1 (configuration not stated) | -0.97 | -19 | 0.2 | -1.1 | 2 | -0.3 | 6 | -11 | 1.1
Cc1oc(-c2ccccc2)nc1C(=O)Nc1nccs1 | -0.74 | 4 | -0.5 | -1.3 | -7 | -3.9 | -2 | 10 | -0.8
COc1cccc(OC)c1-c1nn2c(-c3ccco3)nnc2s1 | 3.1 | 5 | 0.0 | -0.063 | / | -1.4 | -10 | / | -0.5
COCCCN1Cc2cccc(C(=O)O)c2C1=O | -0.038 | 6 | -0.9 | -0.24 | -1 | -1.9 | 0 | 2 | -0.7
O=C(Nc1cc(Cl)ccc1O)C1CCCO1 (configuration not stated) | -0.4 | 1 | 1.3 | -0.68 | -1 | -1.0 | / | -7 | 0.1
Cc1noc(C)c1C(=O)N1CCN(CCc2ccccc2)CC1 | 1.2 | 1 | 0.1 | -0.26 | -2 | -0.8 | 23 | 11 | -0.8
O=C(NCc1cccs1)C(NS(=O)(=O)c1cccc2nsnc12)c1ccccc1 (configuration not stated) | 0.31 | 5 | 0.4 | 0.14 | 4 | -2.3 | 0 | -1 | -0.6
CCOc1cc(-c2nc(-c3cc(OC)c(OC)c(OC)c3)no2)cc(OCC)c1OCC | -0.52 | -2 | 0.0 | -0.59 | -5 | -1.7 | / | -10 | -1.7
C=CCNC(=O)C1CCN(S(=O)(=O)c2ccc(Br)cc2)CC1 | 0.19 | 6 | -1.5 | -0.8 | 1 | 2.1 | -11 | 6 | -0.7
Cn1c(=O)c2[nH]c(Nc3ccccc3)nc2n(C)c1=O | -0.064 | 0 | 1.3 | -0.029 | 9 | 1.4 | -3 | 30 | -0.4
CC(NC(=O)CSc1nc2ccccc2c(=O)[nH]1)c1ccccc1 (configuration not stated) | -0.19 | -13 | 0.3 | 0.62 | -5 | 2.0 | -11 | -5 | 0.2
O=C1CN(C(=O)c2ccco2)C(c2ccc(F)cc2)c2cc(Cl)ccc2N1 (configuration not stated) | -0.29 | -7 | 0.7 | 1.9 | -13 | 0.1 | -6 | -3 | 0.2
O=S(=O)(NCCOC12CC3CC(CC(C3)C1)C2)c1cccc2nsnc12 | -1.2 | 8 | -1.5 | -1.3 | 2 | -2.5 | 28 | -2 | -1.0
Cc1c(C)n(C(=O)CSc2nccn2C)c2ccccc12 | 0.038 | -4 | -0.2 | 0.36 | / | -0.7 | 10 | / | 0.0
CCCc1nc2oc3c(N4CCNCC4)ncnc3c2c2c1CCCC2 | -0.011 | 14 | -1.1 | 1.1 | 0 | -0.8 | 1 | 4 | -1.1
Cc1ccc(N(C(=O)c2ccc(S(=O)(=O)N3CCOCC3)cc2)C2C=CS(=O)(=O)C2)cc1 (configuration not stated) | -0.052 | -8 | -0.1 | 1.1 | -6 | -0.5 | -9 | -10 | -0.7
O=C(CSc1nnc2ccccn12)NC(=O)NC1CCCC1 | 0.14 | -5 | 0.4 | 0.27 | 6 | 0.4 | -13 | 0 | -0.3
CCCC(=O)N1CC(=O)Nc2ccc(F)cc2C1c1ccccc1 (configuration not stated) | -0.62 | 4 | 0.1 | -0.84 | -1 | -1.3 | -12 | 7 | -1.1
O=C(O)c1ccc(-c2ccc(O)c(F)c2)cc1 | 1.6 | 3 | 0.6 | -0.97 | -7 | -1.2 | -10 | 1 | -1.5
CC(=O)Nc1ccc(S(=O)(=O)NCc2ccc(C(=O)NCc3ccc4c(c3)OCO4)cc2)cc1 | -0.013 | 3 | -0.6 | 0.45 | 2 | 0.5 | -6 | -10 | -0.2
Cc1cc2c(c(=O)n1CCN(C)C)C(c1ccncc1)C(C#N)=C(N)O2 (configuration not stated) | 0.089 | 11 | 0.6 | -2.9* | -6 | -1.2 | 13 | 16 | -0.9
COc1cc2c(cc1OC)C(c1ccsc1)CC(=O)N2 (configuration not stated) | -0.28 | -7 | 0.2 | 0.34 | -4 | -2.4 | -11 | -6 | 0.1
CCOc1ccc(-c2[nH]ncc2Oc2cccc(OC)c2)c(O)c1 | -0.12 | 22 | -0.4 | -1.1 | 6 | 0.4 | 12 | 35 | -0.6
CCOc1ccc2nc(N3CCC(C(=O)N4CCN(C(=O)c5ccco5)CC4)CC3)sc2c1 | 2.8* | -2 | 0.1 | -0.37 | 13 | 0.2 | -19 | -15 | -0.4
COc1ccc(N(CC(=O)NC2CCCC2)C(=O)Cn2nnc(-c3ccc(C)cc3)n2)cc1 | 1 | -6 | 0.5 | 0.023 | -10 | -2.1 | 4 | 1 | 0.2
O=S(=O)(c1ccc2c(c1)OCO2)N1CCN(c2nnnn2-c2ccccc2)CC1 | -0.28 | -7 | 0.8 | 0.026 | -5 | 1.4 | 9 | -5 | -0.6
CCOc1ccc(C2c3c(oc4ccccc4c3=O)C(=O)N2CCCN2CCOCC2)cc1 (configuration not stated) | -0.15 | 6 | -0.1 | 0.03 | -7 | 2.4 | -6 | 0 | -1.1
Cn1c(=O)c2c(nc(CN3CCN(c4ccccc4)CC3)n2CCCc2ccccc2)n(C)c1=O | -0.81 | -8 | 0.3 | 1.4 | 1 | 1.2 | -21 | -15 | 0.0
O=C(C1COc2ccccc2O1)N1CCN(c2ccc(F)cc2)CC1 (configuration not stated) | 0.76 | -4 | 0.2 | -0.018 | 3 | -1.5 | -9 | -18 | 0.0
COc1ccc(N2C(=O)C3CCCN3C2c2ccccc2Cl)cc1 (configuration not stated) | 0.032 | -7 | 0.1 | -1 | 1 | 1.3 | -7 | -3 | 0.1
Cc1c(Cl)cccc1NC(=O)CSc1nnc(C)n1-c1ccccc1 | -0.035 | -3 | 0.5 | 0.035 | -5 | -3.0 | -20 | -1 | -0.1
COc1ccccc1C(=O)N1CCN(c2cccc(Cl)c2)CC1 | -0.31 | 16 | -1.0 | 0.14 | / | 0.1 | / | 28 | /
CCS(=O)(=O)N1CCC(C(=O)NCCCOC)CC1 | -0.15 | -3 | -0.5 | 0.092 | -7 | -0.8 | 6 | -7 | 0.9
